KCNQ2 block – KCNQ2 potassium channel inhibitors, primary screen, cell-based, CHO-K1, FluxOR thallium flux, B-score (AID 2156) | 20 min; hits give low values | B-score at 10 µM | 1.1% of 310,000 active;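 active means fluorescence ratio B-score at most minus 3 library SDs, with starting brightness B-score within 2 library SDs, cut at about -5.5 in these data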
Target sequence (O88943 whole entry, looked up): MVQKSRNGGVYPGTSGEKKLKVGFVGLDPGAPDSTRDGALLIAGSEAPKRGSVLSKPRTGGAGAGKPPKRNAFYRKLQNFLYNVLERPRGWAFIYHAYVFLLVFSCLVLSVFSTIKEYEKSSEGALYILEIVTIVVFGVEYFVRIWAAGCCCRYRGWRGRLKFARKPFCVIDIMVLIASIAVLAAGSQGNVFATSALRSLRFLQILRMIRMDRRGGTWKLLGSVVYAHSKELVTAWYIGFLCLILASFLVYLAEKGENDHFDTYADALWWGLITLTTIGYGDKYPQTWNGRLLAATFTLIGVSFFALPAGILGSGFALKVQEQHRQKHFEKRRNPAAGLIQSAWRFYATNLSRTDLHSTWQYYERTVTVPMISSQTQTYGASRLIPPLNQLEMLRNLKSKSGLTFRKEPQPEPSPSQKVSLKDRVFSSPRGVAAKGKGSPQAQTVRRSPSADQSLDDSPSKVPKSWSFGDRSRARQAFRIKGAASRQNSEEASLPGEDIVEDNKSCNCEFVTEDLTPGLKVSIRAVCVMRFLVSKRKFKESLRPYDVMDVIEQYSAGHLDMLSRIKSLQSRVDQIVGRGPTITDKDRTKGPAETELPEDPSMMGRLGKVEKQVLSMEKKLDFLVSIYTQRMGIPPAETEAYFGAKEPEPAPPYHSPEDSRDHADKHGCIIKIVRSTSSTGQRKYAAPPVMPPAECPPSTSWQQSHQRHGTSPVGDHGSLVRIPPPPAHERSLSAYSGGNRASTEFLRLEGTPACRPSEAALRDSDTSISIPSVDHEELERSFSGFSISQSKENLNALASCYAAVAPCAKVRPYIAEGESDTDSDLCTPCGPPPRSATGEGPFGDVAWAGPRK
Kir21 inh – inhibitors of mouse Kir2.1 inward-rectifier potassium channel | B-score at 10 µM | Inward rectifier potassium channel 2 (Mus musculus), P35561 | HEK293-Kir2.1, FluxOR thallium flux fluorescence; hits give low values | AID 1672, 2009 | 0.85% of 310,000 active;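 active means fluorescence ratio B-score at or below minus 3 SD of library scores, with starting-brightness B-score within 2 SD, cut at about -4.2 in these data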;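 further: channel flux triggered by added potassium and thallium sulfate stimulus; B-score of peak minus minimum fluorescence over baseline after thallium stimulus; more negative B-score means stronger Kir2.1 block with less thallium influx; some compounds called inactive have numbers as strong as hits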
Numbers without * were called inactive; i = inactive.

SMILES	KCNQ2 block	Kir21 inh
CC(C)(C)c1csc(NC(=O)Nc2ccccc2)n1	i	-0.36
CCC(C)(C(=O)NC1CCCCC1)N(C(=O)c1ccccn1)c1ccc(C)cc1 (stereo unspecified)	i	0.15
O=C(Nc1ccccc1)Oc1ccccc1N1CCOCC1	i	0.11
Cc1c(NC(=O)CN2C(=O)NC3(CCC(C)CC3)C2=O)c(=O)n(-c2ccccc2)n1C (stereo unspecified)	i	-0.73
COc1ccc2oc(=Nc3cccc(F)c3)c(C(N)=O)cc2c1	i	-0.92
Cc1ccc2c(c1)nnn2C1CCN(CC(=O)NCCc2nc3ccccc3[nH]2)CC1	i	0.02
Cc1c(C(=O)N2CCCC2)oc2c1-c1[nH]ncc1CC2	i	3.09
COc1ccc(Br)cc1C(=O)Nc1ccccc1N1CCCC1	i	0.16
COC(=O)c1ccc(C23CC4(C2)[C@H](CN(CC2CCCCC2)[C@@H]4c2ccccc2)C3c2ccccc2)cc1 (stereo partly specified)	i	-1.03
O=S(=O)(c1ccc(N2CCN(CCO)CC2)nc1)N1CCCCC1	i	-1.02

Quoted at random: 6 records from the list
SMILES	KCNQ2 block	Kir21 inh
Cc1c(C(=O)N2CCCC2)oc2c1-c1[nH]ncc1CC2	i	3.09
O=S(=O)(c1ccc(N2CCN(CCO)CC2)nc1)N1CCCCC1	i	-1.02
COc1ccc(Br)cc1C(=O)Nc1ccccc1N1CCCC1	i	0.16
CC(C)(C)c1csc(NC(=O)Nc2ccccc2)n1	i	-0.36
COC(=O)c1ccc(C23CC4(C2)[C@H](CN(CC2CCCCC2)[C@@H]4c2ccccc2)C3c2ccccc2)cc1 (stereo partly specified)	i	-1.03
Cc1ccc2c(c1)nnn2C1CCN(CC(=O)NCCc2nc3ccccc3[nH]2)CC1	i	0.02

(cont.)
SMILES	KCNQ2 block	Kir21 inh
O=S(=O)(O)c1cnccc1Nc1cccc(C(F)(F)F)c1	i	0.56
CN(C)c1ccc(CNS(=O)(=O)c2ccc3c(c2)NC(=O)CS3)cc1	i	-3.51
O=C(NCC1CCOCC1)C1CCC(=O)N(Cc2cccc(C(F)(F)F)c2)C1 (stereo unspecified)	i	1.15
C=CCn1cccc(/C=C/C(=O)c2ccc(C(C)(C)C)cc2)c1=S	i	-0.28
Cc1cc(S(=O)(=O)N2CCN(Cc3ccc4c(c3)OCO4)CC2)cc(C)c1N1CCCC1=O	i	1.02
O=C(COC(=O)c1sc2cc(F)ccc2c1Cl)Nc1ncc(Cl)cc1Cl	i	0.71
CCOC(=O)C1CCN(c2nc3c(C)cccn3c(=O)c2/C=C(\C#N)S(=O)(=O)c2ccccc2)CC1	i	-0.99
CCCCOC(=O)C1=C(C)Nc2ncnn2C1c1cc(OC)ccc1OC (stereo unspecified)	i	0
CCOC(=O)C(Cc1c(F)cccc1Cl)c1ccno1 (stereo unspecified)	i	-1.46
COc1cc(-c2nnc(-c3ccco3)o2)ccc1OCc1ccccc1	i	-1.23

Part of the list above in a different format.
COc1cc(-c2nnc(-c3ccco3)o2)ccc1OCc1ccccc1
  KCNQ2 block: i
  Kir21 inh: -1.23

O=C(NCC1CCOCC1)C1CCC(=O)N(Cc2cccc(C(F)(F)F)c2)C1 (stereo unspecified)
  KCNQ2 block: i
  Kir21 inh: 1.15

CN(C)c1ccc(CNS(=O)(=O)c2ccc3c(c2)NC(=O)CS3)cc1
  KCNQ2 block: i
  Kir21 inh: -3.51

CCOC(=O)C1CCN(c2nc3c(C)cccn3c(=O)c2/C=C(\C#N)S(=O)(=O)c2ccccc2)CC1
  KCNQ2 block: i
  Kir21 inh: -0.99

Carrying on.
SMILES	KCNQ2 block	Kir21 inh
COc1ccc(C(=O)N(C)CC(O)c2ccccc2)cc1OC1CCN(C(C)=O)CC1 (stereo unspecified)	i	2.6
Cc1cc(N2CCN(C)CC2)nc2ccc(NC(=S)N3CCC4(CC3)OCCO4)cc12	i	-1.88
Cc1csc2c(=O)sc(NC(=O)c3cccs3)nc12	i	1.09
Cn1ccnc1SCC(=O)Nc1cccc(S(=O)(=O)N2CCCCCC2)c1	i	-1.43
Cc1ccc2c(c1)N(S(=O)(=O)c1cc(-c3cc(C)no3)ccc1C)CCO2	i	1.02
C#CCOc1ccc(C2C3=C(CC(C)(C)CC3=O)N(CC(=O)O)C3=C2C(=O)CC(C)(C)C3)cc1	i	-0.09
O=C(NCc1ccco1)c1cccc(NC(=O)c2ccco2)c1	i	-0.41
COc1ccc(C)cc1NC(=O)C1CCCCC1C(=O)O (stereo unspecified)	i	0.91
FC(F)(F)c1cccnc1N1CCN(c2ncnc3nc[nH]c23)CC1	i	0.29
Cn1c(SCC(=O)Nc2cccc(NC(=O)c3cccs3)c2)nnc1-c1ccncc1	i	0.11
Cc1ccc(Nc2nc(N)nc(CSc3nccn3C)n2)cc1	i	0.57
O=C(CNC(=O)c1ccccc1Cl)OC1CCOC1=O (stereo unspecified)	i	-0.64
C=CCc1cccc(CNc2nc3ccccc3n2C)c1O	i	2.15
Cc1ccc(C)c(C(=O)CSc2n[nH]c(C)n2)c1	i	1.28
COc1cc(NC(=O)NCCN2CCN(c3ccccc3)CC2)cc(OC)c1OC	i	1.06
CCCN1C(=O)/C(=c2\s/c(=C3\C=Cc4ccccc4N3CC)c(=O)n2-c2ccccc2)SC1=S	i	1.25
Cc1ccc(NC(=O)CC2C(=O)NCCN2C(=S)Nc2ccccc2)c(C)c1 (stereo unspecified)	i	-1.38
CCCC[C@@H]1C[C@H]1[C@@H](NC(=O)c1ccco1)c1ccc(C(=O)OC)cc1	i	-0.45
Cc1[nH]c2ccccc2c1C(c1ccccn1)N1CCC(C)CC1 (stereo unspecified)	i	-2.14
C[C@@H](C(=O)NCc1ccccn1)[C@H]1C[C@]1(C)[C@H](NC(=O)OCc1ccccc1)c1ccccc1	-6.68*	-0.87
COc1ccc(-c2[nH]ncc2CN2CCCC(C(=O)c3cccc(OC)c3)C2)cc1 (stereo unspecified)	i	-0.64
O=C(CCNC(=O)c1ccccc1)NCCc1ccc(Cl)cc1	i	0.14
O=C(Nc1ccc(O)cc1C(=O)O)c1cccc(Br)c1	i	-0.16
CCOCCn1ccc2c(OCC(=O)Nc3ccc(OC)c(OC)c3)cccc2c1=O	i	0.19
CCN1CCN(C(c2cccs2)C(C)NC(=O)NC2CCCCC2)CC1 (stereo unspecified)	i	-0.36
Cc1ccc2nc(SCC(=O)Nc3ccccc3N3CCOCC3)c(C#N)cc2c1	i	-0.2
CC(C)OCc1c(C(=O)OC/C(O)=C(\C#N)c2nc3ccccc3[nH]2)oc2ccccc12	i	1.89
COc1ccc(C2c3ccc(O)cc3Oc3ncn4nc(-c5ccccn5)nc4c32)cc1OC (stereo unspecified)	i	0.24
COc1ccc(C(C)=O)cc1COC(=O)CNC(=O)c1cc(C)cc(C)c1	i	-1.11
CC(C)CC(=O)Nc1cccc(-c2cn3ccsc3n2)c1	i	0.66
OCCNc1ccc(Cl)cc1	i	0.11
O=C(Nc1c2c(nn1-c1ccc(F)cc1)CS(=O)(=O)C2)C1CCCC1	i	0.5
O=S(=O)(Nc1c(S(=O)(=O)c2ccccc2)c2nc3ccccc3nc2n1C1CCCCC1)c1ccccc1	-6.15*	-5.13*
N/C(=N\OS(=O)(=O)c1ccccc1)c1ccccn1	i	0
O=C(O)CC(SCC(=O)Nc1ccc(S(=O)(=O)N2CCCC2)cc1)C(=O)O (stereo unspecified)	i	2.02
CCOC(=S)SCC(=O)N1CCc2ccccc2C1C1C(=O)CC(C)(C)CC1=O (stereo unspecified)	i	-0.92
CC(NC(=O)c1ccccc1Cl)NC(=O)c1ccccc1Cl	i	0.03
COCCn1nnnc1CN1CCC(C)CC1	i	1.12
Cc1nc(NC(=O)CSc2nccn2C)sc1C(=O)N(C)C	i	-1.81
N#CCSc1nnc2sc3ccccc3n12	i	-1.07
CC(C)CC(=O)NC1(C(F)(F)F)C(=O)Nc2c1c(=O)[nH]c(=O)n2Cc1ccco1 (stereo unspecified)	i	1.7
COC(=O)c1cc(NC(=O)CN(c2cccc(OC)c2)S(=O)(=O)c2ccccc2)ccc1Cl	i	-0.03
Cc1ccccc1N1CCN(C(=O)C2CCCCC2)CC1	i	1.27
Cc1cccc(C(=O)O/N=C(\N)c2cccc([N+](=O)[O-])c2)c1	i	0.04
CCOc1c(Nc2ccccc2O)c(=O)c1=O	i	-0.03
COc1ccc(NC(C)=O)cc1NC(=O)CN1CCN(c2ccccn2)CC1	i	-0.22
O=C(O)CSc1nnc(-c2ccc(Cl)cc2Cl)n1Cc1ccccc1	i	0.74
COc1ccc(CCN2CN(S(=O)(=O)c3ccc(C)cc3)c3nc4ccccc4nc32)cc1OC	i	0.98
CN(C)S(=O)(=O)c1cccc(NC(=O)c2ccc(S(=O)(=O)N3CCCCC3)cc2)c1	i	0.86
CCOC(=O)N1CCN(Cc2nc3cc(NC(=O)c4ccco4)ccc3n2CC)CC1	i	2.45

Later entries
SMILES	KCNQ2 block	Kir21 inh
CSc1ccccc1C(=O)NCCS(=O)(=O)N1CCN(c2ccc(F)cc2)CC1	i	1.47
CS(=O)c1ccccc1-c1nc(-c2cccc(Cl)c2)no1 (stereo unspecified)	i	-1.8
COc1cccc(C(=O)NC(=S)Nc2nnn(C)n2)c1	i	2.03
COc1ccc(S(=O)(=O)N2CCC(C(=O)N3CCc4ccccc4C3)CC2)cc1C	i	2.38
CN(CCOC(=O)c1ccco1)Cc1ccccc1	i	-0.62
Cc1ccc(CNC(=O)CNC(=S)N(Cc2ccccc2)Cc2ccccc2F)cc1	i	0.24
COc1cc(NC(=O)c2cc(-c3cccnc3)nc3ccc(Br)cc23)cc(OC)c1	i	-0.09
Nc1n[nH]c(N)c1N=Nc1ccc2c(c1)OCO2	i	-0.55
COc1ccc(-c2nnc(SCC(=O)N3CCOCC3)n2C)cc1OC	i	-0.57
Cc1oc2c(CN3CCCC3)c(O)ccc2c(=O)c1-c1ccc(Br)cc1	i	0.25
COc1ccccc1C(=O)NCC(=O)OCC(=O)c1ccc(Cl)s1	i	1.31
O=C(Nc1cccc2ccccc12)c1ccccc1NS(=O)(=O)c1cccc2cccnc12	i	0.97
CN1CCN(C(=O)c2cnn(-c3ccccc3)c2NC(=O)c2ccccc2Br)CC1	i	-2.56
CC(c1ccccc1)n1c(NCCCn2ccnc2)nc2c1c(=O)[nH]c(=O)n2C (stereo unspecified)	i	0.02
COc1ccccc1NS(=O)(=O)c1ccc2c(c1)CCN2C(=O)CCC(=O)O	i	-0.25
C=CCN1C=CC(=C/C=C(/C#N)C(=O)OCC)C=C1	i	-9.34
C/C=C/n1ccnc1CC(O)(c1ccccc1)c1ccc(C)cc1 (stereo unspecified)	i	0.76
CC(Oc1ccccc1)C(=O)Nc1cc(Cl)ccc1-n1cncn1 (stereo unspecified)	i	-2.96
CC(=O)Nc1cccc(OCC(=O)Nc2ccc(F)cc2)c1	i	2.26
Cc1ccc(C2NC(=S)NC3=C2N2CCC3CC2)cc1 (stereo unspecified)	i	0.61
COC(=O)[C@@H]1C[C@H]2CC[C@H](O)C[C@H]2N1Cc1ccc(C)s1	i	-0.68
COc1cc(C)c(Br)cc1S(=O)(=O)NCc1cccs1	i	-2.62
Cc1cc2[nH]c(=O)c(=O)[nH]c2cc1S(=O)(=O)N(C)C1CCCCC1	i	-0.99
COc1ccccc1N1C[C@@H]2C[C@@H](c3ccco3)N3CCC[C@@]23C1=O	i	0
O=C(CSc1ncccn1)Nc1cc(Cl)ccc1[N+](=O)[O-]	i	-0.45
O=C(Nc1ccc(N2CCCC2=O)cc1)c1cncc(Br)c1	i	1.6
CC(OC(=O)CCN1C(=O)C2CC=CCC2C1=O)C(=O)Nc1cccc(C#N)c1 (stereo unspecified)	i	0.74
Cc1nc(NC(=O)CN2CCN(c3ccccc3F)CC2)sc1C(=O)N(C)C	i	-1.75
CCc1ccc2[nH]c(C(=O)Nc3ccc(C)c(F)c3)cc2c1	i	0.67
c1ccc2c(-n3cnnn3)cccc2c1	i	-0.83
COCc1cc(C(C)=O)ccc1OCC(=O)Nc1ccc(NC(C)=O)cc1	i	-0.2
O=C(CSc1nncs1)Nc1nccs1	i	1.16
O=S(=O)(c1ccc(C2CCCCC2)cc1)N1CCCC1	i	-0.67
Cc1ccccc1OCC(=O)N/N=C1\CCOc2c(C)cccc21	i	0.29
O=C(CSc1ccccc1)Nc1ccc2c(c1)C(=O)NC2=O	i	-0.59
Cc1ccc(C(=O)NC(=S)Nc2ccc(-c3cc4ccccc4oc3=O)cc2)c(C)c1	i	2.13
O=c1oc2ccccc2cc1-c1ccc(O)cc1	i	0.54
CC1(C)CC(=O)CC(C2(O)C(=O)N(Cc3ccccc3)c3ccccc32)O1 (stereo unspecified)	i	-0.38
O=C(C[n+]1cn(C(F)F)c2ccccc21)c1ccc(Br)cc1	i	0.03
CN1C(=O)C(C)(C)c2cc(S(=O)(=O)N3CCCC(C(=O)Nc4ccc(Cl)cc4)C3)ccc21 (stereo unspecified)	i	1.65

Kir21 inh, what is marked active above
SMILES	KCNQ2 block	Kir21 inh
O=S(=O)(Nc1c(S(=O)(=O)c2ccccc2)c2nc3ccccc3nc2n1C1CCCCC1)c1ccccc1	-6.15*	-5.13*

Going on with the list.
SMILES	KCNQ2 block	Kir21 inh
COCCN1Cc2cccc(C(=O)Nc3cccc(C)c3C)c2C1=O	i	-1.23
CSCCC(NC(=O)c1ccccc1)C(=O)N1CCN(C(c2ccccc2)c2ccccc2)CC1 (stereo unspecified)	i	0.46
COCc1nnc(NC(=O)c2cccs2)s1	i	-0.09
Cc1cc(C)n2nc(CC(=O)NC3CCCCCCC3)nc2n1	i	-1.56
Cc1cc(=O)n2nc(N3CCC(C(=O)N4CCN(Cc5ccccc5)CC4)CC3)sc2n1	i	-0.67
CC1=[N+](C)c2ccc3ccccc3c2C1(C)C	i	-0.37
CC1=NNC(=O)C1CC(=O)N/N=C(\C)c1ccco1 (stereo unspecified)	i	1.71
Cc1cc2ncn(C(=O)N3CCCCCC3)c2cc1C	i	-0.72
COc1cccc(Nc2nc(-c3cccc(N4C(=O)c5ccccc5C4=O)c3)cs2)c1	i	-1.26

Screening data from PubChem.
